# FEN1 inh: blocks human flap endonuclease 1 | P39748 | Recombinant FEN1 flap cleavage, fluorescence, 15 min | Potency, µM (top dose mostly 114 µM), for inactives: at the top dose activity change, negative = inhibition, usual class: inhibitors | 390,000 compounds, 0.35% hits; also: nearly all actives have a fitted effect of over 65% in size
# Target sequence (P39748 whole entry, looked up): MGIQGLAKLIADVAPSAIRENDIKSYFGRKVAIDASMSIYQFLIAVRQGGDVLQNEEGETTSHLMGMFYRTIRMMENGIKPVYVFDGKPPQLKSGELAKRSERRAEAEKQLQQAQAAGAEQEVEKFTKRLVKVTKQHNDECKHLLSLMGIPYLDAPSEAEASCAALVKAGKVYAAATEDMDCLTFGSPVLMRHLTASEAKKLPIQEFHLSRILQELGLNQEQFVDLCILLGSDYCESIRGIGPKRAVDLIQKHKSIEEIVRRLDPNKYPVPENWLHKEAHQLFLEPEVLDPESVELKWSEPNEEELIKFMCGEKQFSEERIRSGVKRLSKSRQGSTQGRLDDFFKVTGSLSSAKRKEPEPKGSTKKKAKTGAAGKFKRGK
#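 Steps: FEN1 (10 nM) dispensed; compound added by pin tool; 15 min at room temperature; substrate added to 50 nM final; reads at 0 min and 15 min; data normalized and fitted (four-parameter Hill).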
# DT40 TDP1 CPT: DT40-hTDP1 cell growth loss with CPT | chicken DT40 Tdp1-/-;hTDP1 cells + 20 nM CPT, ATP luminescence, 48 h | Potency, µM (highest dose often 46.2 µM), without a hit: at the highest dose activity change, negative = growth inhibition, usual class: inhibitors | 420,000 compounds, 12% hits; also: nearly all actives have a fitted effect of over 55% in size
#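 Chicken DT40 Tdp1-/- cells stably complemented with human TDP1 were seeded at 400 cells/well in medium containing 20 nM camptothecin, exposed to pin-transferred compounds, and grown at 37 °C for at least 48 hr. Viability was read as ATP luminescence.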
# N370S GC mod: inhibits or activates N370S mutant glucocerebrosidase; Potency, µM (titrated, usually from 59.4 µM), for the others: at the highest dose activity change, negative = inhibition, actives largely listed as inhibitors; P04062; AID 2101; 330,000 compounds, 0.092% hits; N370S GC spleen homogenate, 4MU-glucoside fluorescence;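 also: 0% = full enzyme activity and -100% = no enzyme basal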
# An asterisk follows results filed as active; ? = inconclusive; / = no result given; & = joins results of further samples; ! = not active in a repeat. Calls follow the shape of the dose curve; as a rule, active = well fitted curve in the direction sought with a large enough effect; inconclusive = small, poorly fitted or top-dose-only effect, or another doubt; inactive = no such curve, though single readings can be large; an effect the other way counts as inactive or inconclusive. Unless noted, % is scaled to controls: 0 for no effect and ±100 for the full control effect; potency is read from the fitted curve at half-maximal effect. These rows are one share of the data; count on the stated rates, not on these rows.
SMILES,FEN1 inh,DT40 TDP1 CPT,N370S GC mod
COc1ccc(NC(=O)N2CC[C@@]3(CCCN(C(=O)c4ccco4)C3)C2)cc1,/,4%,17%
Brc1ccc(/C=N/N2CCN(C3c4ccccc4-c4ccccc43)CC2)s1,-3%,-8%,0%
COc1ccc(NC(=O)COC(=O)C2CC(=O)N(CCc3ccc(OC)c(OC)c3)C2)cc1Cl (stereo unspecified),5%,5%,/
c1ccc(C2Nc3ccccc3-c3nc4ccccc4n32)nc1 (stereo unspecified),-9%,?,26%
Cn1cccc1/C=C1\CCC/C(=C\c2cccn2C)C1=O,-24%,?,-13%
CCOc1ccc(CNc2ccc(N3CCOCC3)c(C(=O)O)c2)cc1,-1%,-15%,-1%
COc1ccc(OC)c(S(=O)(=O)NCC(c2ccco2)S(=O)(=O)c2ccccc2)c1 (stereo unspecified),0%&3%,13%&14%,-3%
CCCc1nnc2n1N=C(c1ccc([N+](=O)[O-])cc1)CS2,4%,2%,3%
CCC(=O)NC(c1ccc(N(C)C)cc1)c1c(O)ccc2ccccc12 (stereo unspecified),-15%,-26%,13%
COc1ccc(NC(=O)N(C)C[C@H]2Oc3ccc(NS(=O)(=O)c4ccccc4)cc3C(=O)N([C@H](C)CO)C[C@@H]2C)cc1,14%,-11%,/
COc1ccccc1-c1c(C)nn2c(-c3ccccc3)cc(C)nc12,-7%,15µM*,2%
COc1ccc(N2CCN(C(CNC(=O)c3ccc4c(c3)OCO4)c3ccco3)CC2)cc1 (stereo unspecified),-4%,?,-4%
COCc1nnc(NC(=O)c2cc(OC)c(OC)c(OC)c2)s1,-7%,2%,/
Cc1ccc(C)c(OCC(O)CN2CCN(CCN3C(=O)c4cccc5cccc(c45)C3=O)CC2)c1 (stereo unspecified),?,16µM*,3%
Cc1oc(-c2ccc(Cl)cc2)nc1CN1CCCC(C(=O)NCc2ccc(Cl)cc2)C1 (stereo unspecified),7%,?,/
CCc1ccc(NC(=O)CSc2n[nH]c(C)c2[N+](=O)[O-])cc1,3%,3%,-9%
COc1ccc2[nH]c(I)c(CCNC(C)=O)c2c1,/,1%&-9%,3%&-3%
CCn1ncc(C2=NOC(C(=O)Nc3ccc4c(c3)OCO4)C2)c1C (stereo unspecified),1%,?,-8%
COc1ccc(COC(=O)CCS(=O)(=O)c2ccc(C)cc2)cc1F,-7%,-3%,1%
CCOC(=O)N1CCC2(CC1)C(C#N)=C(N)Oc1c2sc2nc(C)cc(C)c12,-22%,?,28%
CCn1c(SCC(O)c2ccccc2)nnc1-c1ccccc1 (stereo unspecified),-3%,-2%,1%
Cc1cc([N+](=O)[O-])cc2c1NCC1CC=CC21 (stereo unspecified),10%,-27%,-24%
CCOC(=O)c1c(C)oc2nc(C)nc(N3CCN(c4ccc(C)cc4C)CC3)c12,22%,-8%,/
CCOC(=O)C1=C(NC#N)OC(C)=C(C)C1c1ccc(O)cc1 (stereo unspecified),2%,23µM*,7%
CCCn1c(NCc2ccccc2C)nc2ccccc21,0%,?,/
O=C(C[C@H]1C/C=C\C[C@@H](Cc2ccc(F)cc2)C(=O)O[C@@H](c2ccccc2)CNC1=O)N[C@@H](CO)Cc1ccccc1,-24%,-14%,/
CCC(C)N(C(=O)C(F)(F)F)C(C(=O)NC1CCCCC1)c1ccncc1 (stereo unspecified),-1%,2%,-13%
COc1cccc(NC(=O)CSCc2cc(=O)n3nc(C4CC4)sc3n2)c1,2%,-18%,-4%
CCn1c(=O)c(=O)[nH]c2cc(C(=O)NCC3CCCCC3)ccc21,-5%,-20%,-15%
COC(=O)c1c(N)sc(C(=O)N2CCOCC2)c1C,-1%,-1%,5%
CCOc1cc2c(C#N)c(N(CC)CC)nc(N)c2c(N)n1,7%,?,/
CCOC(=O)c1c(NC(=O)CSc2cn(CCNC(=O)c3ccccc3OC)c3ccccc23)sc2c1CCCC2,6%,?,/
Cc1ccc(-c2nc(C)sc2CC(=O)NCc2ccco2)cc1,0%,-23%,8%
Cc1cc(C)nc(SCc2nnc(SCC(=O)Nc3c(C)cccc3C)o2)n1,-3%,2%,-1%
CCN1CCCc2cc(CN(CCN3CCOCC3)C(=S)Nc3ccccc3OC)ccc21,-19%,?,-12%
CC(=O)Nc1ccc(S(=O)(=O)N2CCN3CCCC3C2)cc1 (stereo unspecified),8%,-2%,-5%
CCn1cc2nc(SCC(=O)Nc3ccc(OC)c(OC)c3)n(Cc3ccc(OC)cc3)c(=O)c2n1,-13%,?,-3%
CCOc1ccccc1NC(=O)C(CC(C)C)NC(=O)C1CCC(C)CC1 (stereo unspecified),-2%&12%,18µM*,4%
CCC(CC)N1CCN(CCc2ccccc2)C(CCO)C1 (stereo unspecified),-2%,1%,9%
CC(=O)c1ccc(NS(=O)(=O)c2ccc(CC(C)C)cc2)cc1,-17%,?,10%
CC(OC(=O)CCc1ccccc1)C(=O)Nc1ncc(Cl)cc1Cl (stereo unspecified),-4%,9%,-6%
N#CC(c1ccc(Cl)cc1)c1nc2ccccc2nc1C(F)(F)F (stereo unspecified),6%,-2%,?
Cc1ccc(N2C(=O)N(CC(=O)Nc3cccc(C)c3C)C(=O)C2C)cc1 (stereo unspecified),-3%,-24%,-6%
O=C(NO)C1CC2C=CC1C2 (stereo unspecified),7%,-10%,2%
COC(=O)[C@]1(Cc2ccccc2)N[C@H](CN(C)C(=O)c2ccccc2)[C@@H]2C(=O)N(C)C(=O)[C@@H]21,-14%,-3%,/
Clc1ccc(-c2ccccc2)nn1,-6%,-6%,-3%
Cc1ccccc1NC(=O)C1CC(=O)N(Cc2ccccc2)C1 (stereo unspecified),-8%,5%,-3%
CCOC(=O)c1cc2c(=O)n3ccccc3nc2n(Cc2ccco2)c1=NC(=O)c1ccc(OC)cc1,79µM*!,6.5µM*,20%
CC(=O)NC(C)c1ccc(C(=O)CSc2nnc(C3CC3)n2C2CC2)cc1 (stereo unspecified),-15%,-12%,/
CN(C)c1ccc(/C=C2\C=Cc3ccccc32)cc1Cl,0%,?,/
Cc1cc(C)cc(NC(=O)c2cccc(N3CCCS3(=O)=O)c2)c1,18%,15µM*,/
O=C(NCCC1=CCCCC1)C1CCC(=O)N(Cc2cccc(C(F)(F)F)c2)C1 (stereo unspecified),1%,?,-7%
COC(=O)[C@H]1C[C@@H]1[C@H](NC(=O)c1cccnc1)c1ccccc1,-19%,5%,-3%
Nc1nnc(SCC(=O)Nc2cc(F)ccc2F)s1,2%,4%,-2%
CCOC(=O)N1C(COCc2ccccc2)C=CCS1(=O)=O (stereo unspecified),1%,/,-12%
COC(=O)c1c(C(=O)OC)c(-c2ccc(Br)cc2)n2c1CS(=O)C2 (stereo unspecified),22%,-28%,-10%
C/C=C/c1cc(CN2CCN(c3ccc(OC)cc3)CC2)c(O)c(OC)c1,-12%,?,15%
CCc1ccc(C(=O)c2cn(CC(=O)Nc3cc(OC)ccc3OC)c3ccc(Cl)cc3c2=O)cc1,15%,?,/
C=C(C)C(=O)Nc1cccc(C2=NOC3(C2)C[C@@H](C(N)=O)N(C(=O)/C=C/CC)C3)c1 (stereo partly specified),-15%,-24%,1%
CCc1nc2ccccc2c(C(=O)OCC(=O)N(CCOC)c2c(N)n(Cc3ccccc3)c(=O)[nH]c2=O)c1C,8%,?,-11%

# Fetched by structure from the list above, three records:
SMILES,FEN1 inh,DT40 TDP1 CPT,N370S GC mod
CCOC(=O)N1C(COCc2ccccc2)C=CCS1(=O)=O (stereo unspecified),1%,/,-12%
COC(=O)[C@H]1C[C@@H]1[C@H](NC(=O)c1cccnc1)c1ccccc1,-19%,5%,-3%
CCc1nc2ccccc2c(C(=O)OCC(=O)N(CCOC)c2c(N)n(Cc3ccccc3)c(=O)[nH]c2=O)c1C,8%,?,-11%

# Remaining list, next part.
SMILES,FEN1 inh,DT40 TDP1 CPT,N370S GC mod
Cc1ccc(N(C(=O)Cn2nnc(-c3ccc(C)o3)n2)C(C(=O)NC2CCCC2)c2ccco2)cc1 (stereo unspecified),12%,?,-13%
COc1ccc(C)cc1N(C(=O)c1snc(C(N)=O)c1N)C(C(=O)NC1CCCC1)c1ccc(F)cc1 (stereo unspecified),-14%,?,?
O=S(=O)(NCc1ccccc1)c1ccccc1Br,-14%&2%,-2%,3%&-2%
COc1ccc(NC(=O)c2ccc(CNS(=O)(=O)c3ccc4c(c3)C(C)(C)C(=O)N4C)cc2)cc1,35%,?,/
[N-]=[N+]=CC(=O)CNC(=O)[C@@H](Cc1ccccc1)N1C(=O)c2ccccc2C1=O,10%,-17%,-1%
COc1ccccc1CN1CCCC2(CCN(C(C)=O)CC2)C1,/,13%,10%
CC1=NC(C)Cc2ccccc21 (stereo unspecified),-3%,3%,-18%
CCOC(=O)C1=C(CC)OC(N)=C(C#N)C1c1cccs1 (stereo unspecified),-4%,-27%,3%
O=C(C[n+]1ccc(/C=N/O)cc1)NC1CCCCC1,-1%,-8%,-6%
CCn1nc(-c2ccccc2)c(-c2ccccc2)c(C(=O)Nc2ccccc2C#N)c1=O,1%,18µM*,/
Cc1[nH]c2ccccc2c1-c1nc(N)sc1C,14%,-7%,-9%
Cn1ncc([N+](=O)[O-])c1C(=O)Nc1ccc2c(c1)OCCO2,-4%,3%,-5%
CC(C)Oc1ccc(C(=O)NC2CCSc3ccccc32)cc1 (stereo unspecified),2%,-29%,3%
CCOC(=O)c1ccccc1NC(=O)c1n[nH]c(=O)c2ccccc12,1%,-23%,4%
Cc1ccc(C)c(NC(=O)C(=O)NCCc2csc3nc(-c4ccccc4C)nn23)c1,7%,?,/
CC1CCCC(NC(=O)CN(C)CC(=O)Nc2ccc(F)cc2)C1C (stereo unspecified),-1%,?,/
CCOC(=O)c1c(C)n(C)c2ccc(OCC(O)CN3CCN(C)CC3)cc12 (stereo unspecified),3%,-4%,-1%
COCCN(CC(=O)Nc1cccc(C)c1C)C(=O)c1cc2c(s1)CCC2,7%,6%,/
CCC(C)N(C(=O)c1csnn1)C(C(=O)NCc1ccc(F)cc1)c1ccco1 (stereo unspecified),2%,?,-8%
O=c1c2ccccc2nc2c3ccccc3c(NCc3ccco3)nn12,5%,?,/
COc1cccc(C(C(=O)NC2CCCC2)N(C(=O)c2ccco2)c2ccccc2F)c1OC (stereo unspecified),-8%,-22%,-1%
CCOc1ncccc1C(=O)NCc1ccc(OC)cc1,-4%,16µM*,8%
COc1cccc(NC(=O)CSc2nnc3ccc(-c4ccccn4)nn23)c1,1%,-24%,-10%
CCc1nnc(NC(=O)C2CCCCN2S(=O)(=O)c2ccccc2)s1 (stereo unspecified),-1%,-24%,11%
CCC(=O)N1CCN(C(C)=O)C1c1ccccc1 (stereo unspecified),14%,-21%,-6%
Cc1ccc(N(CC(=O)N2CCN(c3cc(C)ccc3C)CC2)S(=O)(=O)c2c(C)nn(C)c2C)cc1,?,21µM*,/
CN1CCN(CC(=O)NN2CC(=O)N(c3ccc(F)cc3)CC2=O)CC1,?,6%,1%
CCOC(=O)NC(=O)CSc1nc2ccc(C)cc2[nH]1,-2%,11%,2%
CS(=O)(=O)N1CCC2(CCCN(c3ccncc3)C2)CC1,/,5%,-3%
O=S(=O)(Nc1nc2c(s1)CCCC2)c1ccc2ccccc2c1,11%,?,?
CCOc1ccc(N(C)C(=O)CCc2nnc3ccc(NCc4ccco4)nn23)cc1,-9%,?,-17%
Cc1ccc(NC(=O)C(C)Sc2nc3c(c(=O)[nH]2)CCCC3)cc1Cl (stereo unspecified),-10%,?,/
CC(C)(C)CC(=O)NCc1ccc(F)cc1,12%,2%,1%
O=C(c1nc2ccccc2[nH]1)c1ccccc1[N+](=O)[O-],-5%,3%,-9%
Oc1ccccc1C1=NN(c2ccccc2)C(c2ccccc2)C1 (stereo unspecified),-5%,?,?

# Gathered by group, the compounds so far with fluorine (12)
SMILES,FEN1 inh,DT40 TDP1 CPT,N370S GC mod
COc1ccc(COC(=O)CCS(=O)(=O)c2ccc(C)cc2)cc1F,-7%,-3%,1%
O=C(C[C@H]1C/C=C\C[C@@H](Cc2ccc(F)cc2)C(=O)O[C@@H](c2ccccc2)CNC1=O)N[C@@H](CO)Cc1ccccc1,-24%,-14%,/
CCC(C)N(C(=O)C(F)(F)F)C(C(=O)NC1CCCCC1)c1ccncc1 (stereo unspecified),-1%,2%,-13%
N#CC(c1ccc(Cl)cc1)c1nc2ccccc2nc1C(F)(F)F (stereo unspecified),6%,-2%,?
O=C(NCCC1=CCCCC1)C1CCC(=O)N(Cc2cccc(C(F)(F)F)c2)C1 (stereo unspecified),1%,?,-7%
Nc1nnc(SCC(=O)Nc2cc(F)ccc2F)s1,2%,4%,-2%
COc1ccc(C)cc1N(C(=O)c1snc(C(N)=O)c1N)C(C(=O)NC1CCCC1)c1ccc(F)cc1 (stereo unspecified),-14%,?,?
CC1CCCC(NC(=O)CN(C)CC(=O)Nc2ccc(F)cc2)C1C (stereo unspecified),-1%,?,/
CCC(C)N(C(=O)c1csnn1)C(C(=O)NCc1ccc(F)cc1)c1ccco1 (stereo unspecified),2%,?,-8%
COc1cccc(C(C(=O)NC2CCCC2)N(C(=O)c2ccco2)c2ccccc2F)c1OC (stereo unspecified),-8%,-22%,-1%
CN1CCN(CC(=O)NN2CC(=O)N(c3ccc(F)cc3)CC2=O)CC1,?,6%,1%
CC(C)(C)CC(=O)NCc1ccc(F)cc1,12%,2%,1%
